From PubChem
LMP1 NFkB inh: Epstein-Barr LMP1 NF-kappaB reporter inhibition; LMP1-induced NF-kappaB luciferase reporter cells, luminescence; inhibition, % at 12.5 µM; 350,000 compounds, 0.69% hits; in the data active = inhibition above about 41%;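 note: 0% = neutral control wells and 100% = reference inhibitor control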
KKLEB cytotox: counter-screen for CF NF-kB inhibitors: cytotoxicity; KKLEB CF airway cells viability, ATPlite luminescence, overnight; active compounds read low; cells stimulated with P. aeruginosa culture filtrate; activity change (cytotoxicity), % at 5 µM; 360,000 compounds, 0.36% hits; AID 602141;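 active = corrected activity change at or below -50% at 5 µM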
TWEAK-Fn14 inh: TWEAK-Fn14 signaling inhibition; TWEAK-stimulated Fn14 reporter cells, luciferase luminescence, 8 h; inhibition, % at 10 µM; 360,000 compounds, 2% hits; AID 1159606; in the data active = inhibition above about 50%
NCOA3 inh: inhibitors of human steroid receptor coactivator 3 (SRC3) | Q9Y6Q9 | HEK293 GAL4-SRC3 luciferase reporter, luminescence | inhibition, % at 3.6 µM | 360,000 compounds, 0.17% hits | AID 588352;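 active = inhibition above a per-campaign cutoff, the mean of all compounds plus 3 SD, cut at about 60% in these data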;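 note: 0% = DMSO-treated cells and 100% = gossypol-treated cells at 36 µM; higher means less SRC3-driven luciferase light from the GAL4 reporter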
TRAIL sens C8: caspase-8 TRAIL sensitization | AID 624354 | NB7+C8 cells + TRAIL, ATPlite viability luminescence | 360,000 compounds, 1% hits | inhibition (viability loss, TRAIL sensitization), % at 10 µM;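 active = compounds causing at least 50% loss of cell viability in the single-dose screen, relative to plate controls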
NR2F2 inh: blocks human COUP-TFII nuclear receptor; AID 686940; inhibition, % at 8.6 µM; 370,000 compounds, 0.7% hits; HEK293T NGFI-A luciferase reporter, luminescence; P24468;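 active = inhibition above a per-plate cutoff, mean inhibition of test wells between control levels plus 3 SD, cut at about 38% in these data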;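 note: cells cotransfected with COUP-TFII expression vector driving the NGFI-A reporter; 0% = median of COUP-TF2 test wells and 100% = reporter-only cells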
Target sequence (P24468 whole entry, looked up): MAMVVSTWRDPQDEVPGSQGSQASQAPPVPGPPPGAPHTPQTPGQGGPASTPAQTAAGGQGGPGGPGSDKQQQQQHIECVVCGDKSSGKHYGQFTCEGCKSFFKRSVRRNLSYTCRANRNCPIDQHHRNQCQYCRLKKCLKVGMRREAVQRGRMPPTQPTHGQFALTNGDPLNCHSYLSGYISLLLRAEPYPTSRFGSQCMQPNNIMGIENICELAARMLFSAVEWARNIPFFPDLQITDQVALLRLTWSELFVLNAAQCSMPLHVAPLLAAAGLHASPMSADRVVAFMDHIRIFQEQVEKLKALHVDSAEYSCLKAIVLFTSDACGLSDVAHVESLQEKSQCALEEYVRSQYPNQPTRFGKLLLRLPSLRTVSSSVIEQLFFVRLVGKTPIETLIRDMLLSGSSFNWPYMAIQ
SRC2 inh: inhibits human steroid receptor coactivator 2 | Q15596 | HEK293 GAL4-SRC2 luciferase reporter, luminescence | inhibition, % at 9 µM | 370,000 compounds, 0.17% hits;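 active = inhibition above the mean inhibition of all tested compounds plus 3 SD, set per campaign, cut at about 52% in these data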;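 note: 0% = DMSO treated cells and 100% = cells given Gossypol at 36 µM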
NCOA1 inh: inhibitors of human steroid receptor coactivator 1 (SRC1); 360,000 compounds, 0.12% hits; AID 588354; HEK293 GAL4-SRC1 luciferase reporter, luminescence; inhibition, % at 3.6 µM;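 active = inhibition above the campaign mean plus 3 SD, with each screening campaign given its own cutoff, cut at about 60% in these data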;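 note: 0% = DMSO treated cells and 100% = gossypol at 36 µM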
TROY signal inh: blocks TROY-dependent signaling in reporter cells. Q293 LMP1-TROYcd NF-kB luciferase reporter, 4 h. inhibition, % at 10 µM. 360,000 compounds, 0.98% hits;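 active = compounds whose plate-normalised and pattern-corrected inhibition of the luciferase reporter signal at the single screening dose is 50% or more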
CF NFkB block: cystic fibrosis NF-kB activation inhibition; KKLEB NF-kB-GFP reporter, PAF-induced, GFP fluorescence overnight; inhibition, % at 5 µM; 360,000 compounds, 0.86% hits; AID 588850;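 active = at least 50% inhibition at 5 µM, scaled per plate between neutral and stimulator controls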;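 note: PAF is a Pseudomonas aeruginosa culture filtrate used as stimulus; plate controls were PAF-stimulated DMSO wells for no effect and unstimulated DMSO wells for full effect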
NR5A2 inv ag: NR5A2 inverse agonism in reporter assay | O00482 | HEK293T StAR-luciferase reporter, LRH-1 transfected, 24 h | inhibition, % at 3.6 µM | 360,000 compounds, 0.13% hits;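 active = inhibition above the mean inhibition of all tested compounds plus 3 SD, cut at about 73% in these data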;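 note: 0% = DMSO wells and 100% = reporter-only cells lacking LRH-1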
Target sequence (O00482 whole entry, looked up): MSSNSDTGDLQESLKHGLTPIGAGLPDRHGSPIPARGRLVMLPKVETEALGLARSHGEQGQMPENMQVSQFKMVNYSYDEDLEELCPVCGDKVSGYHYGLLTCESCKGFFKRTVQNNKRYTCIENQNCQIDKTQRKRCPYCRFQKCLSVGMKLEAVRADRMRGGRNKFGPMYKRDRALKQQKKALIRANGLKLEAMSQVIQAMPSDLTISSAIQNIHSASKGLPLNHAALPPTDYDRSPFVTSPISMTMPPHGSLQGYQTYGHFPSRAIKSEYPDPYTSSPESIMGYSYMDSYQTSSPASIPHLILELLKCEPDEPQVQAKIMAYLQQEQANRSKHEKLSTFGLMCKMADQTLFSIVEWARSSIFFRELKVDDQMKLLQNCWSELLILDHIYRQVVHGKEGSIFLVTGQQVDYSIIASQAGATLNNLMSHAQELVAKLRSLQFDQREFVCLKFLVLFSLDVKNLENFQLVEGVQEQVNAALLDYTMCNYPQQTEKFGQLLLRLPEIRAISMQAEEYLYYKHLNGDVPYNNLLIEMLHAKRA
Starred values were filed as active, the others as inactive; x = no result given.

SMILES	LMP1 NFkB inh	KKLEB cytotox	TWEAK-Fn14 inh	NCOA3 inh	TRAIL sens C8	NR2F2 inh	SRC2 inh	NCOA1 inh	TROY signal inh	CF NFkB block	NR5A2 inv ag
CCOCCCNC(=O)CCCn1nc(C)n2c(cc3sccc32)c1=O	4	-13	-1	-9	-4	-18	-32	-1	3	-15	0
CCOc1ccc(Nc2ccc(C(=O)O)cc2[N+](=O)[O-])cc1	5	2	13	-3	22	-12	12	-19	-25	0	-15
CNC(=O)C1CCN(S(=O)(=O)c2c(C)noc2/C=C/c2ccc(C)cc2)CC1	3	8	-2	-4	-6	-18	7	-2	-12	-17	-9
COc1cc(OC)cc(-c2nnc(NC(=O)CCS(=O)(=O)c3ccc(C)cc3)o2)c1	6	-17	0	9	-9	-10	19	-17	-12	22	-11
Cc1ccc(Nc2nc(Cl)c(C=O)s2)cc1Cl	-20	-8	24	-12	-2	-4	-19	-37	-16	-3	29
Cc1nnsc1C(=O)N1CCCC(Nc2ccc(C(C)C)cc2)C1 (configuration not stated)	-3	-3	4	-2	-11	9	-3	-58	0	4	5
COCCn1nnnc1C(c1ccccc1OC)N1CCN(c2ccccc2F)CC1 (configuration not stated)	-3	-6	-1	0	-21	-6	4	-4	-6	2	-6
CC(C)(C)c1cc(-c2n[nH]c(=S)n2-c2ccccc2F)n[nH]1	-14	8	7	-2	7	-19	-84	-21	-19	-1	-21
Cc1c(OCC(=O)N[C@@H](Cc2c[nH]c3ccccc23)C(=O)O)ccc2c1oc(=O)c1ccccc12	2	0	3	7	9	4	1	-2	-15	14	-3
O=C(Nc1ccc2c(c1)OCO2)C1CC(=O)N(c2cccc(Cl)c2)C1 (configuration not stated)	-9	-11	-3	-8	-9	0	-30	-12	-14	16	-12
COC(=O)Cn1c(=O)c2c(n(Cc3ccccc3)c1=O)N/C(=C/c1ccc(Br)cc1)C2=O	0	-1	20	1	-18	17	14	-12	-1	18	9
C=C(C)COc1ccc2c3c(c(=O)oc2c1OCC(=C)C)CCC3	-2	-8	-9	1	-1	-5	-31	9	-13	2	10
CCOC(=O)c1c(NC(=O)c2cccs2)sc2c1CCC2	0	-2	-25	0	-4	1	-30	-27	-32	-10	3
O=C(C1CCN(S(=O)(=O)N2CCC3(CC2)OCCO3)CC1)N1CCC(Cc2ccccc2)CC1	10	-19	-17	22	1	7	15	-10	-8	10	-19
CC1(C)C2CCC(C2)C1C/C=N/NC(N)=S (configuration not stated)	-10	-10	13	33	13	-5	28	-15	0	-2	19
CC(C(=O)NC(C)(C)C)N(C(=O)CS(=O)CC(=O)Nc1ccc(F)cc1)C1CCCC1 (configuration not stated)	-2	3	0	8	-20	-5	3	5	6	-11	-14
CCOC(=O)N/N=C(\C)c1ccc(C)c([N+](=O)[O-])c1	-17	-3	-14	-19	21	4	-16	-13	-31	-1	-48
COc1ccc(OCCC(=O)c2ccc(OC)cc2)cc1	4	0	-20	6	1	-8	-12	3	-30	5	8
COc1ccc(-c2noc(CCC(=O)NCCc3ccccc3)n2)cc1OC	-3	-8	7	-22	4	15	-10	-26	-2	17	-9
O=C(O)c1cccc(S(=O)(=O)N(Cc2ccccc2)c2ccccc2)c1	-1	-8	18	13	-4	0	22	2	8	7	3
Cc1nc2sc(C(c3ccco3)N3CC(C)OC(C)C3)c(O)n2n1 (configuration not stated)	7	0	-5	8	5	8	10	7	7	-1	-17
CCn1c(=O)n(CC)c2cc([N+](=O)[O-])ccc21	3	-21	6	15	4	-5	-34	-15	8	3	-7
O=C1C2C3C=CC(C3)C2C(=O)N1CCN1CCN(Cc2ccc([N+](=O)[O-])cc2)CC1 (configuration not stated)	4	-12	1	-5	1	13	-5	7	7	-12	4
CC(C)/C=C1\CCc2c([nH]c3ccccc23)C1=O	-14	1	-7	11	-13	-20	-7	-28	-52	-1	2
CCc1nc2c(OCC(=O)c3ccc(Cl)cc3Cl)cccn2c1N(C)C(=O)c1cccs1	x	-5	-1	4	-10	-1	-11	-12	-1	22	8
O=C(COC(=O)c1cnccn1)c1ccc(Cl)cc1	-1	-4	1	8	2	-3	-5	-12	3	10	-7
CC(C)(C)N(Cc1cc2ccccc2[nH]c1=O)C(=O)c1ccco1	-16	3	2	3	-6	-11	-13	-2	-11	-4	2
Cc1nc2ccccc2n1S(=O)(=O)c1cc(C(=O)O)ccc1Cl	-3	-2	-3	-7	-13	6	19	-8	8	4	1
CCC(=O)OC1(C)C(=O)C=C2C=C(c3ccsc3)OC=C2C1=O (configuration not stated)	-13	-3	10	-7	-4	x	x	2	-5	17	10
CC(=O)Nc1ccc(S(=O)(=O)NCC(=O)NCCCc2ccccc2)cc1	0	-2	51*	0	5	17	-7	-10	-8	-11	24
COCCCNC(=O)c1ccc(CS(=O)(=O)c2ccccc2C)o1	4	-3	12	-1	1	7	-10	-52	-5	7	16
C/C(=N\NC(=O)c1ccccc1)c1c(C)[nH]n(-c2ccccc2)c1=O	24	-12	-20	-60	5	-45	-99	-59	-12	-8	-65
O=CN1CCc2scc[n+]2-c2ccccc21	-10	-22	-12	10	5	-6	-10	-8	11	1	3
O=C1N(CN2CCN(c3cccc(Cl)c3)CC2)c2ccccc2C12OCCCO2	-3	13	11	-2	2	-11	4	1	10	-11	6
CCCS(=O)(=O)N1CCCC(C(=O)N2CCOCC2)C1 (configuration not stated)	4	2	-15	9	0	-18	6	-6	1	-8	15
COCCC(=O)N1CCC(Oc2ccc(C(=O)N3C[C@H]4CC[C@H]3C4)cc2)CC1	8	7	5	-4	-19	18	-4	10	-15	6	10
COc1ccc(-c2cc(C(=O)N3CCCCC3)c3ccccc3n2)cc1OC	4	-12	-10	21	4	-6	-58	0	-4	-10	-12
O=C(/C=C/c1ccccc1[N+](=O)[O-])N1CCN(C(=O)c2ccco2)CC1	-5	-2	30	17	-15	1	-33	10	-14	-13	-8
Cc1cccc(CNS(=O)(=O)c2ccc(-c3ccc(=O)[nH]n3)s2)c1	5	12	-21	6	-6	-7	1	-13	8	-11	-19
Cc1cccc(C(=O)N/N=C/c2ccccn2)c1	-1	-5	5	-39	32	-26	-40	-48	-52	8	-69
CC(=O)Nc1ccc(S(=O)(=O)NCC(=O)OCC(=O)N2CCCc3ccccc32)cc1	-5	-9	9	15	-1	5	-1	-56	-4	14	6
O=C(NCCCc1ccccc1)c1cnc2n(c1=O)CCS2	-23	-2	-28	-42	0	-33	-29	-62	-59	-14	-90
COc1cccc(CN2CCC(C(=O)N3CCN(c4ccccc4F)CC3)CC2)c1OC	6	10	-2	9	-4	1	5	0	-12	-14	-6
O=C(Cc1ccccc1)Nc1ccc(NC(=O)c2cccs2)cc1Cl	-2	-1	-14	7	7	-4	2	-1	-71	-1	-15
CSC(=S)N/N=C/c1ccccc1	-1	6	-1	11	-3	-23	1	-8	-27	-3	-8
COC(=O)c1cc(Br)ccc1OC(=O)c1cccnc1	6	-12	6	-11	4	-12	2	10	15	8	-11
Cc1cc(=O)[nH]c(SCC(=O)Nc2ccc(S(N)(=O)=O)cc2)n1	-2	18	-37	1	1	14	-2	-4	-11	-7	0
O=C1N2CN(C(c3ccccc3)c3ccccc3)CN=C2SC1(CO)CO	-2	10	7	10	-5	-2	-4	-16	-10	-8	-8
O=C1Nc2ccc(S(=O)(=O)N(CCO)CCO)c3cccc1c23	1	7	12	12	1	-5	-18	-18	11	7	-13
CC(=O)NC1C(=O)N(CCc2ccccc2)c2ccccc21 (configuration not stated)	-7	11	23	5	-13	10	-37	0	19	-31	2
CNC(=O)C(C#N)(Cc1cc(C(C)=O)ccc1OC)Cc1cc(C(C)=O)ccc1OC	-7	-2	3	4	14	-2	-7	23	-11	5	9
COc1ccc(/C=N/Nc2nc(-c3cccnc3)nc3ccccc23)c(OC)c1	-5	6	-14	18	-25	-11	17	6	-9	-12	8
O=C(COc1ccccc1Cl)NNC(=O)C1CCCO1 (configuration not stated)	3	-4	10	6	0	5	1	-3	-5	7	-20
Cc1noc(C)c1COc1ccccc1C(=O)Nc1ccc(C(N)=O)cc1	6	4	-2	10	-12	-4	-39	7	2	0	11
CCN(CC)CCN(C(=O)c1cccc(N2C(=O)CCC2=O)c1)c1nc2cc3c(cc2s1)OCO3	-2	4	-23	9	-8	0	7	19	-1	15	1
COc1ccc([N+](=O)[O-])cc1/C=N/Nc1nc(N2CCCCC2)nc(N2CCCCC2)n1	-1	-3	13	-16	-7	19	10	-17	10	1	6
Cc1n[nH]c(=O)c2c(NC(=O)CSc3ncccn3)oc(C)c12	-9	-3	2	11	-5	-8	-3	-8	10	14	-5
CCOC(=O)/C(=C/c1ccco1)NC(=O)c1ccc(Br)o1	-2	-7	7	-19	-5	10	-43	-8	-5	-6	-9
CCOC(=O)C(O)(CC(=O)Nc1ccc(Cl)cc1Cl)C(F)(F)F (configuration not stated)	-23	-1	-9	3	-1	-1	-22	-11	5	-11	6
Cc1sc2nc3n(c(=O)c2c1C)CCCS3	-14	6	-11	-11	9	8	-8	-4	-10	-14	-37

Next part.
SMILES	LMP1 NFkB inh	KKLEB cytotox	TWEAK-Fn14 inh	NCOA3 inh	TRAIL sens C8	NR2F2 inh	SRC2 inh	NCOA1 inh	TROY signal inh	CF NFkB block	NR5A2 inv ag
O=C(/C=C/c1cccc(F)c1)OCC(=O)N1CCCc2ccccc21	-3	14	7	-6	-9	-5	-24	-3	-23	-26	9
Cn1cccc1-c1nc2ccc([N+](=O)[O-])cc2[nH]1	-18	5	-12	-138	-2	-20	-34	-54	-84	-28	-90
Cn1c(=O)oc2cc(S(=O)(=O)NCc3ccccc3)ccc21	-8	-12	1	13	-30	-5	-4	11	0	5	12
CCN(CC)CCOC(=O)C1(c2ccc([N+](=O)[O-])cc2)CCCC1	4	6	6	3	4	-14	18	-29	9	16	2
CCOC(=O)C1(CCOc2ccccc2)CCN(Cc2ccc(F)c(OC)c2)CC1	16	0	0	12	11	9	-9	12	10	6	0
O=C(Nc1ccccc1Cl)C1CC(=O)N(Cc2ccco2)C1 (configuration not stated)	-3	-10	14	1	-2	4	-12	5	-2	9	17
CCn1cc(/C=C(\NC(=O)c2ccc(OC)c(OC)c2)C(=O)N2CCOCC2)c2ccccc21	7	-3	-2	-6	-3	5	-10	8	-5	-9	4
CC(=C\c1ccccc1)/C=C1/SC(=S)N(CCC(=O)O)C1=O	0	4	55*	1	9	-8	3	25	9	6	10
COc1ccc(C2=NN(C(=O)c3cccs3)C(c3ccccc3OC)C2)cc1OC (configuration not stated)	7	0	25	1	35	9	27	-22	11	-32	8

3 entries out of the list above, sorted by the number in CF NFkB block, falling.
SMILES	LMP1 NFkB inh	TWEAK-Fn14 inh	NCOA3 inh	NR2F2 inh	SRC2 inh	NCOA1 inh	CF NFkB block	NR5A2 inv ag
CCN(CC)CCOC(=O)C1(c2ccc([N+](=O)[O-])cc2)CCCC1	4	6	3	-14	18	-29	16	2
O=C(Nc1ccccc1Cl)C1CC(=O)N(Cc2ccco2)C1 (configuration not stated)	-3	14	1	4	-12	5	9	17
Cn1c(=O)oc2cc(S(=O)(=O)NCc3ccccc3)ccc21	-8	1	13	-5	-4	11	5	12
